# TTR transcr act: increases transthyretin transcription | SH-SY5Y TTR promoter Gaussia luciferase, luminescence; 100% = recombinant luciferase protein wells | activation, % at 16.7 µM | hit rate 1.3% among 92,000;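 active = activation above the mean of all tested compounds plus 3 SD, cut at about 9.5% in these data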;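 also: cells exposed to compounds for one day before reading; 0% = median of all test compound wells on the plate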
# Numbers without * were called inactive.
SMILES,TTR transcr act
COc1cc(/C=C(\C#N)C(=O)Nc2cccc(C(=O)O)c2)ccc1OCc1ccc(F)cc1,1.7
COc1cc(CNCCc2ccc(S(N)(=O)=O)cc2)ccc1OCC(=O)N1CCCCC1,3.8
COc1ccc(N2C(=O)CC(c3ccc(OC(C)C)cc3)C2=O)cc1 (stereo not drawn),2.0
COc1ccc(-c2ccc(C(=O)N3CCOCC3)c3occc23)c(C)c1,-1.8
CC(c1ccc(Cl)cc1)n1c(-c2ccc3ccccc3n2)n[nH]c1=S (stereo not drawn),0.9
Cc1nnc(SCC(=O)Nc2nsc(-c3ccc(Cl)cc3)n2)s1,-2.1
CCCn1c(=S)[nH]c2cc(C(=O)N(CCO)Cc3ccccc3)ccc2c1=O,-1.0
S=C(Nc1cccc(Cl)c1)NC1CC2CCCC(C1)N2C1CCCC1 (stereo not drawn),1.7
Brc1ccsc1/C=N/Nc1ccccc1,-1.1
COc1cc(CCNc2ccc3nnc(-c4ccccc4)n3n2)cc(OC)c1OC,-0.3
COC(=O)[C@@]1(C(C)C)N=C(c2cc(OC)c(OC)c(OC)c2)[C@]2(O1)C(=O)Nc1ccc(F)cc12,5.1
FC(F)(F)c1ccccc1Cc1c(-c2cccc(Cl)c2)nc2c3ccccc3ccn12,0.6
CC(=O)c1ccc(S(=O)(=O)N2CCN(C(=O)c3cccc(S(=O)(=O)N4CC(C)OC(C)C4)c3)CC2)cc1 (stereo not drawn),-2.2
CC1(C)Cc2nc(N)c(C(=O)NCCO)cc2CO1,-1.4
CC(C)SCc1cc(N2CCCC2)nc(-c2ccccc2)n1,1.4
COC(=O)c1cc2c(cc1Cl)N1CCCCCC1=NS2(=O)=O,1.0
FC(F)(F)COc1nc(N2CCCCC2)nc(N2CCNCC2)n1,5.0
Clc1ccc(Nc2nc3cccnc3s2)cc1,0.9
O=C(CCSc1nc(-c2ccc3c(c2)OCO3)cc(C(F)(F)F)n1)NCc1ccccc1,-0.8
CC(C)c1ccc(NC2CCCN(C(=O)c3cc(C(C)C)[nH]n3)C2)cc1 (stereo not drawn),-2.7
O=C(CSc1nc(-c2ccc(F)cc2)nc2ccc(F)cc12)Nc1cccc(C(=O)O)c1,3.1
Cc1cccc(NC(=S)NN2CCN(C)CC2)c1C,-1.0
CCOc1cc(/C=C2/N=C(c3ccc(C(C)(C)C)cc3)OC2=O)cc(Cl)c1OS(C)(=O)=O,4.1
Cc1cc(N2CCCCC2)nc2ccc(NC(=O)CCC(=O)NCCC(C)C)cc12,-1.4
CC(=O)C1CCC2C3CC=C4CC(SC(=N)N)CCC4(C)C3CCC12C (stereo not drawn),-5.0
CCN(CC(=O)Nc1ccc(OC)cc1)C(=O)CSCc1ccc(C)cc1,1.3
c1coc(C2Nc3ccccc3-c3nc4ccccc4n32)c1 (stereo not drawn),0.5
CCCC(=O)N1CCN(c2ccc(NC(=O)C(C)(C)C)cc2)CC1,-2.1
C=C1CCN([C@@H](Cc2ccccc2)C(=O)Nc2ccc(OC)cc2)S(=O)(=O)c2ccccc21,-0.5
CS(=O)(=O)N(CC(=O)Nc1ccc(F)cc1F)C1CCCCC1,0.8
COC(=O)c1c(-c2ccccc2)csc1NC(=O)CSc1ncnc2sc(C)c(C)c12,1.3
CC1(C)CC=C(NNC(=O)c2cccnc2)C(=O)C1,0.6
COc1ccc(NC(=S)NC(=O)C2CCC2)cc1,-0.4
Cn1c(=O)n(Cc2ccccc2)c(=O)c2c1nc1n2CCCN1CCc1ccccc1,-1.5
CCc1nc2c(OCC(=O)c3ccc(F)cc3)cccn2c1N(C)C(=O)c1cccs1,-2.7
Cc1ccc(-n2c(C)cc(/C=N/NC(=O)c3ccncc3)c2C)c(C)c1,0.0
CCOC(=O)c1c(NC(=O)C2C3CCC(O3)C2C(=O)O)sc(C)c1-c1ccc(C)cc1 (stereo not drawn),-2.7
O=C(CSc1ncnc2sccc12)Nc1ccccc1,3.7
C=CCN(C(=O)CCC(=O)O)C1CC(=O)N(c2ccc(OCCC)cc2)C1=O (stereo not drawn),-1.9
Cc1c(O)ccc2c3c(c(=O)oc12)CCC(C)C3 (stereo not drawn),-1.3
CC1(C)CCC(=O)c2ccccc21,-1.3
C=CCn1c(SCc2nc3ccccc3[nH]2)nnc1-c1cccc(OC)c1,-0.2
COc1cccc(C2SCC(=O)N2c2ccc(C)cc2)c1OC (stereo not drawn),-2.0
Cc1cn([C@H]2C[C@H](O)[C@@H](CCC(=O)NCCCn3ccnc3)O2)c(=O)[nH]c1=O,2.2
O=C(NCCC1=CCCCC1)C1CCN(S(=O)(=O)N2CCOCC2)CC1,2.2
Cc1cc(C)c2nc(-c3ccccn3)cc(C(=O)Nc3ccc(S(=O)(=O)Nc4cc(C)on4)cc3)c2c1,2.5
CCOc1ccc(C(=O)n2cc(C(=O)OC)c3ccccc32)cc1,0.3
CSCC[C@H](NC(=O)OC(C)(C)C)C(=O)NCC1CCC(C(=O)O)CC1 (stereo partly drawn),1.8
Cc1ccc(S(=O)(=O)N2CCOCC2)cc1NC(=O)COC(=O)c1cccnc1Cl,4.4
COCCCn1cnc2c(c1=O)c1nc3ccccc3nc1n2-c1ccc(C)cc1,1.1
COc1ccccc1C(CC(=O)O)c1ccc2c(c1)OCO2 (stereo not drawn),1.0
CC1=NN(c2cccc(F)c2)C(=O)/C1=C/c1ccc(N(C)C)cc1,-2.4
CCOC(=O)c1ccc(S(=O)(=O)Nc2ccc3cn[nH]c3c2)cc1,-2.6
CN(NC(=O)c1ccc(Cl)cc1)c1ncc(C(F)(F)F)cc1Cl,2.8
COc1ccc(NC(=O)c2cc(C)on2)cc1,13*
CCN1CCN(C(=O)CCc2nnc3ccc(N4CCN(c5cccc(OC)c5)CC4)nn23)CC1,1.3
CC1(c2nc3ccccc3[nH]2)CCCC2=Nc3ccccc3CN21 (stereo not drawn),-2.1
COc1ccc(CCn2c(=O)[nH]c3cc(C(=O)NCCN4CCOCC4)ccc3c2=O)cc1OC,3.8
CSc1nsc(SCC(=O)Nc2ccccc2F)n1,-0.2
CCOc1ccc(N2CC(C(=O)Nc3nnc(CC)s3)CC2=O)cc1 (stereo not drawn),-2.0

# Sorted by length of the SMILES (ascending): some entries from above
SMILES,TTR transcr act
COc1ccc(NC(=O)c2cc(C)on2)cc1,13*
COc1ccccc1C(CC(=O)O)c1ccc2c(c1)OCO2 (stereo not drawn),1.0
CC1=NN(c2cccc(F)c2)C(=O)/C1=C/c1ccc(N(C)C)cc1,-2.4

# Further records follow:
SMILES,TTR transcr act
CN(Cc1ccc2c(c1)CCCN2C)C(=O)[C@H]1O[C@@H](n2cnc3c(N)ncnc32)[C@H](O)[C@@H]1O,1.8
Cc1ccccc1NC(=O)CN1C(=O)NC2(CCCCC2)C1=O,-4.5
Cc1[nH]n(-c2ccccc2)c(=O)c1C=NCC1CCCO1 (stereo not drawn),0.3
Cc1cccc(N2C(=O)C(Oc3ccc(Cl)cc3Cl)C2C=O)c1C (stereo not drawn),-2.0
Nc1nc(CN2CCN(c3ccccc3F)CC2)nc(N2CCCc3ccccc32)n1,0.9
COc1ccc(CNC(=O)CCCC(=O)n2nc(C)c3ccccc32)cc1,0.7
C=CCN1C(=O)C(CC(=O)Nc2ccc(OC)cc2)N(Cc2ccco2)C1=S (stereo not drawn),2.0
CCCCc1c(-c2ccccc2OC)ncn1CCc1ccccc1Cl,-1.9
CC(=O)Nc1ccc(C(=O)N2CCCC2)cc1,0.4
Cc1ccc(OCC(=O)OCC(=O)NC2CC2)cc1C,4.5
COc1ccccc1N1CCN(CCC(=O)Nc2ccc(F)cc2)CC1,1.5
CC(C)C[C@H](NC1(C(=O)NC2CCCCC2)CCOCC1)C(=O)NCC(c1ccccc1)c1ccccc1,0.0
Cc1ccc(Cn2c(Sc3ncccn3)nc3c2c(=O)[nH]c(=O)n3C)cc1,2.3
CCOC(=O)c1cc(-c2ccccc2)sc1NC(=O)CSc1nnnn1C,-1.7
Cc1cc(-c2csc(N)n2)c(C)n1C,-0.5
COc1ccc(N2CCN(C(=O)[C@H](Cc3c[nH]c4ccccc34)NC(C)=O)CC2)cc1,1.2
O=C(CSCc1n[nH]c(=O)[nH]1)NCCOc1cccc(Oc2ccccc2)c1,0.8
Cc1ccc(CN2CCN(CC(=O)NC(C)CCc3ccccc3)C2=O)cc1 (stereo not drawn),-1.7
CC1CC(NNC(=O)c2ccccc2)=Nc2ccccc2N1C (stereo not drawn),3.3
COc1cc2[nH]c(C(=O)N(C)C3CCS(=O)(=O)C3)cc2c(OC)c1OC (stereo not drawn),0.8
Cn1c(=O)c2[nH]c(CCc3ccncc3)nc2n(C)c1=O,-1.5
CCCOc1ccc(OCCSc2nnc(N)s2)cc1,-2.0
S=C1NCN(Cc2cccnc2)CN1c1cccc(Cl)c1,0.6
CCOC(=O)[C@@]12CCCC=C1N(CCc1ccc(Cl)cc1)C(=O)[C@H]2CC(=O)N1CCSCC1,-0.5
CN(C)S(=O)(=O)c1ccc(Cl)c(NC(=O)COC(=O)C2CSC3(C)CCC(=O)N23)c1 (stereo not drawn),0.6
CCN(CC)C(=O)C1CCCN(C(=O)Nc2ccccc2)C1 (stereo not drawn),0.8
COc1ccc(N/C=C/C(=O)c2cc(OC)c(OC)c(OC)c2)cc1,-0.7
S=C(c1c[nH]c2ccc(Br)cc12)N1CCOCC1,2.4
CCOC(=O)C1CCN(C(=O)CCc2nnc3ccc(N4CCC(C)CC4)nn23)CC1,0.3
Brc1cc2c(cc1C1OCCO1)OCO2,-1.1

# 7 of these compounds, set out differently.
TTR transcr act	mol
-1.5	Cn1c(=O)n(Cc2ccccc2)c(=O)c2c1nc1n2CCCN1CCc1ccccc1
0.6	CN(C)S(=O)(=O)c1ccc(Cl)c(NC(=O)COC(=O)C2CSC3(C)CCC(=O)N23)c1 (stereo not drawn)
3.1	O=C(CSc1nc(-c2ccc(F)cc2)nc2ccc(F)cc12)Nc1cccc(C(=O)O)c1
2.3	Cc1ccc(Cn2c(Sc3ncccn3)nc3c2c(=O)[nH]c(=O)n3C)cc1
-1.9	CCCCc1c(-c2ccccc2OC)ncn1CCc1ccccc1Cl
2.8	CN(NC(=O)c1ccc(Cl)cc1)c1ncc(C(F)(F)F)cc1Cl
1.3	CCN1CCN(C(=O)CCc2nnc3ccc(N4CCN(c5cccc(OC)c5)CC4)nn23)CC1

# Additional records.
SMILES,TTR transcr act
CCc1ccc(CNC(=O)c2ccc(OC3CCN(C(C)=O)CC3)c(OC)c2)nc1,1.3
Cc1ccc(C)c(Nc2ncccc2C(=O)NCc2cccs2)c1,1.6
CCOC(=O)c1ccc(NC(=O)c2n[nH]c(=O)c3ccccc23)cc1,-1.1
O=C(NNc1ccc(F)cc1)c1c(F)cccc1Cl,-0.1
COc1ccccc1C(=O)NNC(=O)c1cccc(O)c1,-0.9
CC(Sc1n[nH]c(-c2cccs2)n1)C(=O)N1CCCC1 (stereo not drawn),-0.6
COc1ccc(/C=N/NC(=O)C2C3CCCCC32C)cc1OC (stereo not drawn),7.5
CCOC(=O)C1C(=O)Nc2nc(C)nn2C1c1ccccc1 (stereo not drawn),-1.8
N/C(CN1CCCCC1)=N\S(=O)(=O)c1cc(Cl)cc(Cl)c1,1.1
CC(NC(=O)/C(C#N)=C/c1cn[nH]c1-c1ccccc1)c1ccccc1 (stereo not drawn),-0.1
COc1ccccc1NS(=O)(=O)c1ccc(C)c(C(=O)NCC(c2ccco2)N(C)C)c1 (stereo not drawn),0.9
CCN(c1ccc(NC(=O)COC(=O)C2CCN(c3ccc(C(F)(F)F)cn3)CC2)cc1)C(C)C,0.4
O=C(Nc1ccc(N2CCCC2=O)cc1)c1cccc(F)c1,-0.9
COc1ccc(CNc2nc(NCc3ccc(OC)cc3)c3[nH]cnc3n2)cc1,-2.7
COc1ccccc1N1C(=O)C2C(c3ccc(F)cc3)NN(C(=O)c3ccc(C)cc3)C2C1=O (stereo not drawn),-3.0
CCOC1=C2[C@@H](CN(S(=O)(=O)c3ccc(C)cc3)[C@H]2c2ccccc2F)[C@H]2C(=O)N(Cc3ccccc3)C(=O)[C@H]2C1,0.4
O=C(NCc1ccccc1)C1(C(F)(F)F)CC(CCCO)CCCO1 (stereo not drawn),3.4
O=C1NC(=O)c2cc(NC(=O)c3cccc4ccccc34)ccc21,0.0
c1ccc2c(-c3cncc4ccccc34)cncc2c1,-1.9
c1ccc(CSc2nc3ncncc3[nH]2)cc1,-0.8
O=C(N[C@@H](Cc1ccccc1)C(=O)O)c1ccncc1,-0.6
CC(OC(=O)c1cccs1)C(=O)NC1CC1 (stereo not drawn),1.8
Cc1ccc2c(c1)c(C)cc(=O)n2CCC(=O)O,-0.3
CCNC(=O)COC(=O)C1C(C(=O)OCC)=C(C)NC(C)=C1C(=O)OCC,-2.3
COc1ccc(C2C(C(=O)c3cccs3)=C(O)C(=O)N2c2cccc(C)n2)cc1 (stereo not drawn),-1.6
Cc1ccc(C2CC(=O)C=C(NCc3ccccc3)C2)cc1 (stereo not drawn),1.0
CC(=O)c1cccc(OCc2cc(C(=O)N3CC4C[C@@H]5CC3C[C@H](C4)C5)no2)c1,-2.2
C=CCc1cc(CN2CC(C)OC(C)C2)c(O)c(OC)c1 (stereo not drawn),0.2
COc1cc(C(=O)Nc2cc(Cl)ccc2C)c(-n2cnnn2)cc1OC,0.5
COc1ccc(S(=O)(=O)N(CC(=O)N2CCN(c3ccccc3)CC2)c2ccccc2)cc1,-2.6
Cc1cc(C(C)(C)C)ccc1Oc1cccc2c1S(=O)(=O)N(C1CCCC1)CC(COCc1ccccc1)O2 (stereo not drawn),-0.2
CCOC(=O)CC(NC(=O)c1cccc2c1C(=O)N(Cc1cccnc1)C2)c1ccc(OCC)c(OC)c1 (stereo not drawn),-1.1

# TTR transcr act: what is marked active above.
SMILES,TTR transcr act
COc1ccc(NC(=O)c2cc(C)on2)cc1,13*

# Screening results deposited in PubChem BioAssay by The Scripps Research Institute Molecular Screening Center.

# This is a subset; rates above refer to the full screens.
